TEAD-YAP inh – TEAD-YAP interaction inhibition. AID 1259422. HEK-TIYL cells, TEAD-Gal4/YAP UAS-luciferase luminescence. inhibition, % at 9.12 µM. hit rate 1.4% among 640,000; in the data active = inhibition above about 32%;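 also: 0% = median of test compound wells and 100% = reference inhibitor wells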
GPR151 ag – activators of human GPR151; Q8TDV0; PathHunter beta-arrestin GPR151 cells, luminescence; activation, % at 11.2 µM; hit rate 1% among 650,000; AID 1508602; in the data active = activation above about 4.9%;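 also: 0% = median of compound wells and 100% = cells with positive control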
Target sequence (Q8TDV0 whole entry, looked up): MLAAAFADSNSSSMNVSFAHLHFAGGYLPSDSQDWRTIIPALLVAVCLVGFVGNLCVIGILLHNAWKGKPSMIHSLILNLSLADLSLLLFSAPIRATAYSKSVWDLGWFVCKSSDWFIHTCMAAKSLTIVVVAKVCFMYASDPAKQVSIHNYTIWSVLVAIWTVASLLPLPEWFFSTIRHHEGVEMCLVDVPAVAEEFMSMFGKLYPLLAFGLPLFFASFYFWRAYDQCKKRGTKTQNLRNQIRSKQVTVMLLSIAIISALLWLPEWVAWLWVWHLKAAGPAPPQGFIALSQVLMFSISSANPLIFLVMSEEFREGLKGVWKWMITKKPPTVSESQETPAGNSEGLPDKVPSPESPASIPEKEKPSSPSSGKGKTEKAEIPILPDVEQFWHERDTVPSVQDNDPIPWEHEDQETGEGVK
FBW7 activator – activators of human E3 ligase FBW7; normalized activity (activation), % at 26.1 µM; Q969H0; AID 1259310; hit rate 0.13% among 650,000; AlphaScreen FBW7–phospho-cyclin E peptide binding, activator screen; in the data active = normalized activity above about 1.9%;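 also: purified mutant Fbw7 with reduced substrate affinity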
Target sequence (Q969H0 whole entry, looked up): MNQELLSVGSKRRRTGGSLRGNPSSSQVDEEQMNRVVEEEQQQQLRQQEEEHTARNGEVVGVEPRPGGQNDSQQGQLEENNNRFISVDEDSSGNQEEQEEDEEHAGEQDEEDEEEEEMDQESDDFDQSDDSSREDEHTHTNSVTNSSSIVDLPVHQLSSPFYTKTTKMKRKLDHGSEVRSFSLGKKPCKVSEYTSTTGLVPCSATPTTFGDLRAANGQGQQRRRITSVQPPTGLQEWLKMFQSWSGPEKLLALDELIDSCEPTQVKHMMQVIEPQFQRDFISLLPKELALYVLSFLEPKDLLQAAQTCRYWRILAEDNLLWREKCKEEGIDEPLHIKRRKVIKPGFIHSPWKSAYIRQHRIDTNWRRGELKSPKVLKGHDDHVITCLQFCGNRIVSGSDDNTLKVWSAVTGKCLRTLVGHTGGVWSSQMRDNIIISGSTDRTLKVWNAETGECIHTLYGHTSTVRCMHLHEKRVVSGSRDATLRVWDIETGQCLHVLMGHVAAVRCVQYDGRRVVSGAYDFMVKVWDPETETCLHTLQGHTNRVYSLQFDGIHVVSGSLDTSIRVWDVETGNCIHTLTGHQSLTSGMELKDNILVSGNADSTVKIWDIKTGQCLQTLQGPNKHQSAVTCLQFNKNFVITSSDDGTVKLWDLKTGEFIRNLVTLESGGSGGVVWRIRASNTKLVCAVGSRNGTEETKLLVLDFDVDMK
MITF primary – blocks human microphthalmia-associated transcription factor; O75030; AlphaScreen MITF homodimerization, bead proximity signal; inhibition, % at 2.6 µM; hit rate 0.91% among 650,000; AID 1259374; in the data active = inhibition above about 50%;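 also: 0% = vehicle wells with protein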
* hit, by the source's call; nt = not tested or not shown.

SMILES	TEAD-YAP inh	GPR151 ag	FBW7 activator	MITF primary
COc1cccc(N2C(=O)CN(Cc3cccs3)C2=S)c1	0	0.0	-0.1	-3
O=C(Nc1ccc(F)cc1)N1CCC(CN2CCc3ccccc3C2)CC1	-6	1.2	0.7	4
Fc1ccc(Nc2nc(Oc3ccc4c(c3)OCO4)nc(N3CCOCC3)n2)c(F)c1	-5	1.7	-0.1	9
CCCC(=O)Nc1ccccc1NC(=O)COc1ccc([N+](=O)[O-])cc1	1	-1.5	0.5	12
CCn1nc(C)c(CNc2nc(C)c(-c3ccn(-c4ccc5c(c4)OCO5)n3)s2)c1C	-2	2.4	0.1	4
COc1ccc(C2NCCS2)cc1 (stereo not drawn)	5	-0.7	0.0	1
COc1ccc(OC)c(Nc2nc(Nc3cc(OC)ccc3OC)nc(N3CCC(C)CC3)n2)c1	7	-0.8	0.5	9
COc1ccccc1N1CCN(c2nc3c(C)cccn3c(=O)c2C=O)CC1	0	-0.3	0.3	6
COc1ccc(CCNC(=O)c2sc3ncnc(N4CCCCC4)c3c2C)cc1OC	-3	0.0	0.0	10
CC(C)OC(=O)COc1ccc(-c2ccccc2)cc1	3	-0.4	0.5	9
O=C(COc1ccc(Br)cc1)Oc1ccc2c3c(c(=O)oc2c1)CCC3	6	0.8	0.1	-6
COc1ccc(C)cc1NC(=O)C(=O)/C=C(\O)c1ccc(Cl)cc1	-8	-0.3	-0.2	24
Cc1ccc2oc(-c3ccc(NC(=O)C(F)(F)F)cc3)nc2c1	71*	-4.6	0.1	2
N#Cc1sc2ccccc2c1Cl	-6	0.1	-0.1	1
CC(C)(C)NC(=O)NC(=O)CSc1nnc(Nc2ccccc2F)s1	-10	-0.5	-0.1	15
CC(=O)N1CCN(C(=O)c2ccco2)CC1	6	0.6	-0.1	-2
O=C(O)CCC/C=C\C[C@@H]1[C@@H](/C=C/[C@@H](O)COc2cccc(C(F)(F)F)c2)[C@H](O)C[C@@H]1O	nt	3.9	nt	-5
O=C(CSc1nnc(Cc2ccccc2)n1-c1ccc(F)cc1)N1CCOCC1	7	-0.8	0.0	12
O=C(NCCC1CCCCN1S(=O)(=O)c1ccccc1)C(=O)Nc1ccc(F)cc1 (stereo not drawn)	-9	3.5	0.5	23
O=C1c2ccccc2C(=O)N1c1cccc(Br)c1	-2	0.5	-0.1	-5
CC1CCN(CC(=O)Nc2ccc(N3CCCCCC3)cc2)CC1	-2	3.7	-0.1	52*
CCCC1CCC(c2ccc(-c3noc(-c4ccc(OC)c(F)c4)n3)cc2)CC1 (stereo not drawn)	10	1.0	0.1	-9
CN1CCCN(C(=O)NC(C)(C)C)c2nc3ccccc3nc21	-17	-2.1	0.1	-12
Cc1cccc2c1NC(=O)C2=Nc1ccc(C(=O)O)cc1	15	1.7	-0.1	-4
CN(CC1COCCO1)C1CCC(=O)N(Cc2ccccc2Cl)CC1 (stereo not drawn)	0	-0.8	0.1	6
CN(c1ccc(C(=O)NCC2CCCO2)cc1)S(=O)(=O)c1ccccc1 (stereo not drawn)	4	1.6	-0.1	-7
Cc1nc2ccc(N/C=C3\C(=O)C(C)(C)Oc4ccc5ccc(=O)oc5c43)cc2s1	-10	5.8*	-0.1	2
O=C(NCC(=O)N1CCCC1)c1cccs1	-10	-0.7	0.2	-3
O=C(Cc1c[nH]c2ccccc12)Nc1nnc(C2CC2)s1	34*	-0.5	-0.1	-1
CCOc1ccc(NC(=O)CC2C(=O)N(C)C(=S)N2Cc2ccco2)cc1 (stereo not drawn)	3	-0.6	-0.1	-3
NC(=O)c1ccc(NC(=O)COC(=O)Cc2ccc(Br)cc2)cc1	-5	-1.1	0.7	9
Cc1ccc(S(=O)(=O)N2CCCc3ccccc32)cc1[N+](=O)[O-]	4	-0.3	0.0	7
Cc1ccc(NC(=O)C(=O)NCC(c2ccc3c(c2)OCO3)N2CCOCC2)cc1C (stereo not drawn)	1	-1.3	0.1	7
CC(C)N(C)Cc1nnnn1CC(=O)N(C)Cc1cc(-c2ccccc2)on1	8	-1.3	0.4	2
CC1(c2cccc(Br)c2)NC(=O)N(CC(N)=O)C1=O (stereo not drawn)	-2	0.8	0.1	-11
COc1cc(-c2[nH]nc3c2C(c2ccoc2)C(C#N)=C(N)O3)cc(OC)c1OC (stereo not drawn)	6	-1.8	-0.1	-5
CCC1CCCCN1C(=O)COc1ccc(F)cc1 (stereo not drawn)	-6	0.4	0.0	-3
CCOCCCNC(=O)c1ccc2c(c1)nc(C)n2-c1ccc(CC)cc1	13	1.5	0.5	12
CCC(=O)N1CCc2cc(S(=O)(=O)N(C)c3ccc(Br)cc3)ccc21	-32	-0.2	0.4	5
C=CCOC(=O)C1=C(C)NC(SCC(=O)Nc2cc(Cl)ccc2C)=C(C#N)C1c1ccc(C)cc1 (stereo not drawn)	14	1.2	-0.1	7
CN1CCN(CCCNc2nnc3c4ccccc4n(C)c3n2)CC1	-1	1.1	0.0	4
O=C1CCCc2c1cc(C(=O)Nc1ccccc1F)c(=O)n2-c1ccc(Cl)cc1	-6	-0.1	0.1	1
CC(=O)Oc1c(Br)cc(C(=S)N2CCOCC2)cc1Br	18	0.5	0.1	13
COc1cc(NC(=O)CSc2nc3cc4c(cc3cc2C#N)OCO4)cc(OC)c1	10	0.4	0.0	6
Cc1ccccc1-c1nsc(SCC(=O)NCc2ccccc2)n1	-4	0.4	-0.1	-6
COc1ccccc1C(=O)Nc1ccc2nc(SCC(C)=O)sc2c1	-43	0.9	0.0	6
N#Cc1c(NC(=O)CSc2ncn[nH]2)sc2c1CCCC2	49*	-1.5	-0.1	4
CCOc1ccc(NC(C)C(=O)N/N=C/c2ccc(O)c(OC)c2)cc1 (stereo not drawn)	1	-0.4	0.1	8
O=C(O)c1ccc(S(=O)(=O)c2ccc3c(c2)C(=O)N(c2ccc(F)cc2)C3=O)cc1	-6	0.1	0.3	-4
CCOC(=O)c1ccc2nc(NC(=O)c3ccc(N4C(=O)CCC4=O)cc3)sc2c1	13	0.9	-0.1	2
O=C(COc1ccc(Cl)cc1Cl)N(C1CCCCC1)C1CCS(=O)(=O)C1 (stereo not drawn)	6	1.0	0.6	10
COc1cccc(C2CC(c3c(O)cc(C)oc3=O)=NCCS2)c1OC (stereo not drawn)	42*	1.7	0.2	-9
Cc1ccc(Oc2cc(C#N)c3ccccc3n2)c(-n2nc3ccccc3n2)c1	12	-0.6	0.5	9
COc1cc2nc(Nc3cnccn3)nc(NCc3nc4ccccc4[nH]3)c2cc1OC	12	1.5	-0.1	-2
CC(=O)NC(=O)c1cc2cc(Cl)cc(Cl)c2oc1=Nc1ccc(C(F)(F)F)cc1	-9	-1.2	0.3	11
Cc1ccc(CN(Cc2cc3cc(C)ccc3n3nnnc23)C(=O)N(C)C)cc1	0	0.1	0.1	-2
O=C(Nc1ccccc1Br)c1cc(S(=O)(=O)N2CCCCC2)ccc1F	8	-0.9	0.0	0
COC(=O)c1ccccc1C(=O)c1ccc[n+](C)c1	1	0.0	0.1	4
COc1cccc(NC(=O)c2oc3ccccc3c2NC(=O)C2CCCC2)c1	1	0.2	0.0	7
CC(C)[C@@H]1NC(=O)[C@H]2CN(Cc3cnn(-c4cccc(Cl)c4)c3)CCN2C1=O	-1	1.8	-0.1	-5
Other records follow.
SMILES	TEAD-YAP inh	GPR151 ag	FBW7 activator	MITF primary
CCOC(=O)Cn1cc(/C=C(/C#N)C(=O)Nc2ccccc2)c2ccccc21	3	-0.6	0.0	6
Cc1ccc2sc(-c3ccc(NC(=O)C(C)C)cc3)nc2c1	-17	1.1	-0.1	2
CCOc1ccc(NC(=O)C2CCC(C)(C(=O)O)C2(C)C)cc1 (stereo not drawn)	2	1.8	0.3	-5
O=c1[nH]c2ncc(-c3ccc(O)cc3)nc2n1Cc1ccccc1	-1	0.0	-0.3	-2
Cc1ccc(CSC2=NS(=O)(=O)c3cc(F)ccc3N2)cc1	-19	2.5	0.0	5
CC1=NN(c2ccccc2)C(=O)/C1=C\Nc1cccc2c(N/C=C3/C(=O)N(c4ccccc4)N=C3C)cccc12	11	0.9	0.0	7
COc1ccc(CNCc2cc3cc(OC)ccc3nc2Cl)cc1	0	-0.8	0.2	-13
Cc1ccc(NC(=O)Cn2nc(C)n3cccc3c2=O)cc1C	4	-0.1	0.3	2
O=C(CCn1c(=S)[nH]c2ccsc2c1=O)N1CCN(c2ccccc2)CC1	2	-0.3	0.1	-6
COCCNC(=O)CN(C(=O)c1snc(C(N)=O)c1N)c1cccc(C)c1	3	0.4	-0.1	-4
CSc1cccc(NC(=O)C(C)N(c2ccc(Cl)cc2)S(C)(=O)=O)c1 (stereo not drawn)	-2	0.7	-0.1	13
COc1ccccc1-n1c(SCC(=O)Nc2nccs2)nc2c(sc(=S)n2-c2ccc(Cl)c(C)c2)c1=O	6	0.6	0.2	-1
COC(=O)C1C(=O)NC(SCc2ccccc2)=C(C#N)C1c1ccc(Cl)cc1 (stereo not drawn)	18	-0.5	0.1	19
Cc1nn(C)c(C)c1-c1nc(Nc2ccccc2)c2ncn(-c3ccsc3)c2n1	-35	2.0	0.1	11
CSc1cccc(CN[C@H]2C[C@H]3C(=O)N[C@@H](CCCCN)C(=O)N3C2)c1	-14	-0.6	-0.1	-5
COCCn1c2ccccc2n2c(=O)n(CC(=O)N3CCCc4ccccc43)nc12	-7	0.7	0.0	-10
Cc1ccc(-c2nn(-c3ccccc3)cc2C2CC(c3cccs3)=NN2C(=O)CCC(=O)O)cc1 (stereo not drawn)	-5	-0.4	-0.1	5
C=CCN1C(=O)c2ccccc2Sc2ccc(C(=O)NC)cc21	1	0.4	-0.1	2
CC(C)n1c(-c2cccc(N)c2)nc2c(NCc3nc4ccccc4[nH]3)ncnc21	3	-0.8	0.5	-7
O=C(Nc1cccc(C(F)(F)F)c1)c1c(O)c2ccccc2[nH]c1=O	-4	-1.0	0.0	-6
O=S(=O)(Nc1ccc(F)cc1)c1ccc(NS(=O)(=O)c2ccc3c(c2)OCCO3)cc1	0	1.9	-0.1	1
COc1cccc(-n2c(=O)c3ccccc3c3ccccc3c2=O)c1	5	-1.2	-0.2	-4
Cc1ccccc1CNCc1cccnc1	8	1.2	0.3	6
Cc1ccc2c(C)nc(N3CCCC(C(=O)N4CCCC(CO)C4)C3)nc2c1 (stereo not drawn)	4	3.5	-0.2	3
COc1ccc(OC)c(CN2CCC(C(=O)NC(C)(C)C)CC2)c1	-8	0.3	0.6	-5
CC(=O)Nc1ccc(S(=O)(=O)Nc2ncn[nH]2)cc1	-5	0.4	-0.1	-4
Cn1nc(C(=O)OCC(=O)Nc2ccc(C(N)=O)cc2)c2ccccc2c1=O	10	0.6	0.3	11
CCc1ccc2oc(-c3ccc(C)c(NC(=O)c4cc5ccccc5o4)c3)nc2c1	-26	0.9	0.0	-6
CC(=O)N1CCN=C1SCc1ccc(Br)cc1	1	0.1	-0.1	10
C=CCNS(=O)(=O)c1ccc(F)c(C(=O)Nc2ccc(C(C)C)cc2)c1	-4	-1.2	0.1	14

For convenience, some entries already given:
SMILES	TEAD-YAP inh	GPR151 ag	FBW7 activator	MITF primary
CC(=O)Nc1ccc(S(=O)(=O)Nc2ncn[nH]2)cc1	-5	0.4	-0.1	-4
Cn1nc(C(=O)OCC(=O)Nc2ccc(C(N)=O)cc2)c2ccccc2c1=O	10	0.6	0.3	11
CCc1ccc2oc(-c3ccc(C)c(NC(=O)c4cc5ccccc5o4)c3)nc2c1	-26	0.9	0.0	-6
CC(=O)N1CCN=C1SCc1ccc(Br)cc1	1	0.1	-0.1	10
C=CCNS(=O)(=O)c1ccc(F)c(C(=O)Nc2ccc(C(C)C)cc2)c1	-4	-1.2	0.1	14

Record cards, from the list above.
`CC(=O)Nc1ccc(S(=O)(=O)Nc2ncn[nH]2)cc1` reads TEAD-YAP inh = -5; GPR151 ag = 0.4; FBW7 activator = -0.1; MITF primary = -4
`C=CCNS(=O)(=O)c1ccc(F)c(C(=O)Nc2ccc(C(C)C)cc2)c1` reads TEAD-YAP inh = -4; GPR151 ag = -1.2; FBW7 activator = 0.1; MITF primary = 14
`COCCn1c2ccccc2n2c(=O)n(CC(=O)N3CCCc4ccccc43)nc12` reads TEAD-YAP inh = -7; GPR151 ag = 0.7; FBW7 activator = 0.0; MITF primary = -10

(next part)
SMILES	TEAD-YAP inh	GPR151 ag	FBW7 activator	MITF primary
C=CCC(O)(CC=C)CNC(=O)CCc1nnc(Cc2cccc(C(F)(F)F)c2)o1	-32	1.4	-0.1	-11
FC(F)(F)c1cc(-c2ccccc2)nc2cc(-c3ccccc3)nn12	2	-1.8	-0.1	7
Cc1ccc(NC(=O)c2sc3ncn(Cc4ccccc4Cl)c(=O)c3c2C)c(Br)c1	-8	-0.8	0.0	-1
Cc1nnc(NC(=O)CSc2nnc(-c3ccccc3)n2C)s1	4	-0.7	0.1	6

3 entries from above, as a markdown table:
| structure | TEAD-YAP inh | GPR151 ag | FBW7 activator | MITF primary |
| --- | --- | --- | --- | --- |
| CC(C)(C)NC(=O)NC(=O)CSc1nnc(Nc2ccccc2F)s1 | -10 | -0.5 | -0.1 | 15 |
| CC(=O)N1CCN(C(=O)c2ccco2)CC1 | 6 | 0.6 | -0.1 | -2 |
| O=C(O)CCC/C=C\C[C@@H]1[C@@H](/C=C/[C@@H](O)COc2cccc(C(F)(F)F)c2)[C@H](O)C[C@@H]1O | nt | 3.9 | nt | -5 |

2 compounds from above, limited to FBW7 activator, MITF primary and TEAD-YAP inh.
compound | FBW7 activator | MITF primary | TEAD-YAP inh
Cc1ccc(NC(=O)c2sc3ncn(Cc4ccccc4Cl)c(=O)c3c2C)c(Br)c1 | 0.0 | -1 | -8
C=CCC(O)(CC=C)CNC(=O)CCc1nnc(Cc2cccc(C(F)(F)F)c2)o1 | -0.1 | -11 | -32

Screening data deposited in PubChem by The Scripps Research Institute Molecular Screening Center.
